SSB-PriA inh: inhibitors of Klebsiella pneumoniae PriA binding to SSB C-terminal tail, primary screen, biochemical, AlphaScreen; PriA–SSB C-terminal tail interaction (Klebsiella pneumoniae); inhibition, % at 33 µM; 0.6% of 430,000 active; AlphaScreen SSBct-PriA binding, biotinylated peptide; in the data active means inhibition mostly above about 37%, no sharp cut-off; inactive means mostly below about 20%;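 further: plate controls were negative control peptide for no effect and reference peptide for full effect; strong numbers were not always called active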
3CLpro inhibitor: SARS-CoV 3CLpro protease inhibitors, primary screen, biochemical, quenched FRET; recombinant SARS-CoV 3CLpro, quenched FRET peptide cleavage; inhibition, % at 6 µM; 0.14% of 290,000 active; AID 1706, 2009; in the data active means inhibition above about 12%
CCHF vOTU inh: CCHFV vOTU protease inhibitors, primary screen, biochemical, Pep-AMC substrate, fluorescence; Crimean-Congo hemorrhagic fever virus L polyprotein viral ovarian tumor (vOTU) protease …; inhibition, % at 11.5 µM; 0.55% of 370,000 active; AID 651958, 2012; in the data active means inhibition above about 30%; further: 0% = vehicle wells with enzyme and 100% = no enzyme wells
DUSP3 inh: VHR1 phosphatase inhibitors, primary screen, biochemical, absorbance, uHTS; recombinant VHR phosphatase, pNPP absorbance; inhibition, % at 13.3 µM; 0.52% of 290,000 active; in the data active means inhibition above about 50%; further: some compounds called inactive have numbers as strong as hits
Target sequence (P51452 whole entry, looked up): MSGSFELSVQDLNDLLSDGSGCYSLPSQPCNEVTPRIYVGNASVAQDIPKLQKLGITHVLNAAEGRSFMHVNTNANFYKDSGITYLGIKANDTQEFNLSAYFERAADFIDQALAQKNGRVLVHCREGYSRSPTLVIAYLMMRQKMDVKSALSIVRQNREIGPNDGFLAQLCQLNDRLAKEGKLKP
MazF activator: activators of E. coli MazEF toxin-antitoxin RNase, primary screen, biochemical, fluorescence, uHTS. activation, % at 20 µM. AID 504720, 2011. 0.32% of 350,000 active. FAM/BHQ RNA-DNA oligo cleavage fluorescence, 5 h. Endoribonuclease toxin MazF (Escherichia coli (strain K12)), P0AE70; in the data active means activation above about 50%
Target sequence (P0AE70 whole entry, looked up): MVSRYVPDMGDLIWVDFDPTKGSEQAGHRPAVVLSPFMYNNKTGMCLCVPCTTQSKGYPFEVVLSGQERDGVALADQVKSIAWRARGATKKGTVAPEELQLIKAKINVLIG
BH1578 lux ind: inducers of Vibrio cholerae quorum light production without autoinducers, primary screen, BH1578 luxS cqsA deficient, single point. V. cholerae BH1578 lux reporter, luminescence, 6 h. 0.16% of 350,000 active. AID 588436, 2011. activation, % at 18.7 µM; in the data active means activation mostly above about 9.7%, no sharp cut-off; further: not every result past the cut was called active; inactives centre near 0; reference of the scale not given here
PrPC TRFRET: inhibitors of human cell surface prion protein PrPC, primary screen, cell-based, TR-FRET. TR-FRET read-out. AID 720596, 2013. inhibition, % at 13.8 µM. 0.43% of 370,000 active; in the data active means inhibition above about 24%; further: 0% = median of the test wells and 100% = reference compound wells
Rv3671c protease: Rv3671c serine protease inhibitors, primary screen, biochemical, fluorescence polarization, M. tuberculosis H37Rv | P9WHR9 | inhibition, % at 5.96 µM | 0.048% of 320,000 active | AID 2606, 2010; in the data active means inhibition above about 38%;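 further: extracellular domain of Rv3671c used as enzyme; 0% = enzyme with DMSO and 100% = no enzyme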
Target sequence (P9WHR9 whole entry, looked up, the tested form may be a part): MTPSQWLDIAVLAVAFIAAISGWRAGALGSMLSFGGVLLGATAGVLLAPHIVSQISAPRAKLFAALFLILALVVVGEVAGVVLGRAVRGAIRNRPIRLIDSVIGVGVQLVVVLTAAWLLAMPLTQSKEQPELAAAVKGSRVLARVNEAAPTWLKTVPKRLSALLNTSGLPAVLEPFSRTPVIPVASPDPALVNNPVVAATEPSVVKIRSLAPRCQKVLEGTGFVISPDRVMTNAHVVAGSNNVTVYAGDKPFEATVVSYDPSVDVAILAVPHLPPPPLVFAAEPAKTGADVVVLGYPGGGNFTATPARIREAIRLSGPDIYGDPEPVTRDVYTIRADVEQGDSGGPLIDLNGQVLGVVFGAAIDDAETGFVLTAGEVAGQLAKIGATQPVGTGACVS
TcdB GH inh: TcdB glycohydrolase inhibitors, primary screen, biochemical, single point, plate reader. Toxin B (Clostridioides difficile), P18177. TcdB glycohydrolase enzymatic assay. inhibition, % at 9.99 µM. 0.24% of 350,000 active; in the data active means inhibition above about 10%
Yp Topo-I inh: Yersinia pestis topoisomerase I inhibitors, primary screen, biochemical, cleavage product accumulation, plate reader, single point. DNA topoisomerase I (Yersinia pestis CO92). Y. pestis Topo-I cleavage product accumulation. activity, % at 10 µM. 0.064% of 360,000 active; in the data active means activity above about 50%, passing the limit was not always enough; further: inactives centre near 2
* = called active by the depositor; i = inactive; . = not tested or not shown.

mol,SSB-PriA inh,3CLpro inhibitor,CCHF vOTU inh,DUSP3 inh,MazF activator,BH1578 lux ind,PrPC TRFRET,Rv3671c protease,TcdB GH inh,Yp Topo-I inh
COCCN(CC(=O)Nc1ccccc1C(F)(F)F)C(=O)/C=C/c1cc(Cl)c2c(c1)OCCO2,-9,.,1,.,-3,i,0,.,1.1,-4
Cc1cc(C(=O)CSc2nnc(-c3ccc(Cl)cc3)n2C)c(C)n1CC1CCCO1 (stereo unspecified),-24,-5,10,19,1,1.8,-3,-12,.,-1
CSc1nc(-c2ccccc2)nc(NC(=O)C(C)C)c1C(C)=O,-15,5,9,20,3,0.5,3,1,-0.8,3
CCc1cc2cc(C(=O)N3CCN(c4ccccc4)CC3)sc2s1,3,-5,-5,33,0,i,0,-6,.,-1
CCc1ccc(S(=O)(=O)NCc2csc(C)n2)s1,-12,0,21,39,2,i,2,-2,1.0,4
O=C(Nc1cccc(OCC(=O)N2CCOCC2)c1)C1CCCCC1,-8,0,-12,11,0,i,-4,3,.,-8
CCc1cc(=O)oc2c(CN3CCN(C)CC3)c(O)c(Cl)cc12,0,-5,-327,-8,7,i,9,2,.,4
O=C(NCc1nnnn1-c1ccc(Cl)cc1)C(=O)c1c[nH]c2ccccc12,.,.,-1,.,10,-5.3,-9,.,0.9,4

The closing 3 records of the section before are carried over, then new ones follow:
mol,SSB-PriA inh,3CLpro inhibitor,CCHF vOTU inh,DUSP3 inh,MazF activator,BH1578 lux ind,PrPC TRFRET,Rv3671c protease,TcdB GH inh,Yp Topo-I inh
O=C(Nc1cccc(OCC(=O)N2CCOCC2)c1)C1CCCCC1,-8,0,-12,11,0,i,-4,3,.,-8
CCc1cc(=O)oc2c(CN3CCN(C)CC3)c(O)c(Cl)cc12,0,-5,-327,-8,7,i,9,2,.,4
O=C(NCc1nnnn1-c1ccc(Cl)cc1)C(=O)c1c[nH]c2ccccc12,.,.,-1,.,10,-5.3,-9,.,0.9,4
Cc1ccc(/C=N\NC(=O)Cn2nnc3ccccc32)o1,.,5,10,12,1,-0.6,5,-2,.,-6
CCOc1ccc(-n2c(SCC(=O)O)nc3sc4c(c3c2=O)CCCC4)cc1,-5,8,5,12,6,i,10,2,-3.3,4
CC(C)N(C(=O)[C@H]1C[C@H](CC(=O)NCc2cccc(C(F)(F)F)c2)C(=O)N2CCc3c([nH]c4cc(-c5ccco5)ccc34)[C@]12C)C(C)C,-3,.,4,.,13,-0.5,8,.,1.2,23
Cc1cccc(-n2c(-c3ccc([N+](=O)[O-])cc3)nc3ccccc3c2=O)c1,1,1,2,8,10,0.1,-1,-6,0.5,-2
Nc1nc2n(n1)C(c1ccco1)CC(c1ccc(F)cc1)N2 (stereo unspecified),-1,0,0,0,7,-0.2,-3,2,0.6,-5
O=S(=O)(/N=S1/CC=CCN1S(=O)(=O)c1ccccc1)c1ccccc1 (stereo unspecified),.,-1,.,6,1,i,.,-3,.,9
Cc1ccc(Nc2nnc(SCC(=O)Nc3ccc(S(=O)(=O)N4CCOCC4)cc3)s2)cc1,-4,1,3,10,7,-0.2,-1,2,.,17
COc1cc(C2C3C(=O)N(Cc4ccccc4)C(=O)C3ON2c2ccccc2)cc(OC)c1O (stereo unspecified),3,6,9,7,7,i,-8,-1,.,-2

mol,SSB-PriA inh,3CLpro inhibitor,CCHF vOTU inh,DUSP3 inh,MazF activator,BH1578 lux ind,PrPC TRFRET,Rv3671c protease,TcdB GH inh,Yp Topo-I inh
CCc1ccccc1N1C(=O)c2cccc3c(N4CCOCC4)c([N+](=O)[O-])cc(c23)C1=O,21,4,10,29,9,-0.5,-7,8,1.4,-1
COc1ccc(C)cc1-n1nnnc1SC(C)C(=O)NC1CCCC1 (stereo unspecified),2,.,-4,.,-5,-1.0,0,0,3.1,3
N#Cc1cc2c(nc1SCc1ccncc1)CCC2,-4,-2,-2,2,5,3.3,-8,7,0.5,9
O=C(NC(=S)Nc1ccc(Br)cc1)C1CCCCC1,-11,-9,26,6,-1,i,-3,1,0.4,0
COc1ccccc1-n1c(-c2ccco2)n[nH]c1=S,-2,4,-5,27,4,-0.3,8,7,2.3,2
O=C(NCCc1ccccn1)c1cccc(S(=O)(=O)N2CCc3ccccc32)c1,-5,2,-13,14,2,-0.4,-1,-8,0.2,24
Cc1cccnc1NC(=O)Cn1nc(C)c([N+](=O)[O-])c1C,-15,-3,8,43,5,-0.8,-4,-2,.,1
COc1ccc(CNC(=O)CN(Cc2ccco2)C(=O)CNS(=O)(=O)c2ccccc2)cc1,1,1,-16,2,-34,-0.4,3,12,-0.3,1

mol,SSB-PriA inh,3CLpro inhibitor,CCHF vOTU inh,DUSP3 inh,MazF activator,BH1578 lux ind,PrPC TRFRET,Rv3671c protease,TcdB GH inh,Yp Topo-I inh
Cc1cc(C)cc(N2C(=O)C3CC=CCC3C2=O)c1 (stereo unspecified),-25,5,-1,3,7,-6.7,0,0,.,9
COc1ccccc1CNC(=O)C1CCC(CNS(=O)(=O)c2cccs2)CC1 (stereo unspecified),-21,-1,11,15,11,-0.2,8,8,-0.1,30
Cc1ccc(-n2nc3c(c2NC(=O)C(C)(C)C)CS(=O)(=O)C3)cc1,-3,1,.,0,3,i,.,6,.,-1
CN(C(=O)c1ccoc1)c1ccc2ccccc2c1,-16,0,-4,6,4,-0.4,6,.,-0.3,9
COc1ccc(NC(=O)c2cc(C3CCCCN3C(=O)CCc3ccccc3)on2)c(C)c1 (stereo unspecified),.,.,-5,.,.,i,3,.,5.9,11
CNS(=O)(=O)c1cc(Nc2ncnc3sccc23)ccc1C,1,-4,-5,10,4,i,7,-13,-0.7,-1
Oc1c(I)cc(Cl)c2cccnc12,9,-2,8,-11,-8,-0.2,-1,2,0.0,-1
Cc1c(-c2nn(C)c(=O)c3ccccc23)oc2ccc(F)cc2c1=O,5,1,.,8,2,i,.,-117,.,10

mol,SSB-PriA inh,3CLpro inhibitor,CCHF vOTU inh,DUSP3 inh,MazF activator,BH1578 lux ind,PrPC TRFRET,Rv3671c protease,TcdB GH inh,Yp Topo-I inh
O=S(=O)(O/N=C1\CCCc2ccccc21)c1ccc(Cl)cc1,.,-2,10,-2,-2,i,-2,1,.,-2
CCOc1ccc2ccccc2c1C1NC(=S)N(C)C(C)=C1C(=O)OC (stereo unspecified),-4,-1,-3,10,10,-1.6,9,-2,1.8,5
Cc1[nH]c2ccccc2c1C(=O)CSC(=S)N1CCN(C)CC1,-6,-1,1,28,3,-1.2,11,-3,2.0,8
CC(C)(C)OC(=O)CNC(=O)c1[nH]cnc1C(=O)N[C@@H](Cc1ccccc1)C(=O)OC(C)(C)C,7,.,26,4,1,i,3,-10,3.4,11
COc1ccc(C(=O)NN2CCOCC2)cc1,-7,0,3,1,10,i,7,3,-1.2,2
CN1CCc2c(sc3c2c(=O)n(-c2ccccc2)c2nnc(SCc4ccccc4)n32)C1,-15,-4,31*,4,10,2.6,-20,-1,.,4
O=C1NS(=O)c2cc([N+](=O)[O-])cc([N+](=O)[O-])c21 (stereo unspecified),-5,7,-6,17,9,-0.6,-43,1,0.7,3
CCOc1ccc(C2Sc3ccccc3NC3=C2C(=O)OC3)cc1 (stereo unspecified),-2,3,8,17,-5,-1.0,5,-5,.,4

mol,SSB-PriA inh,3CLpro inhibitor,CCHF vOTU inh,DUSP3 inh,MazF activator,BH1578 lux ind,PrPC TRFRET,Rv3671c protease,TcdB GH inh,Yp Topo-I inh
CC(C)=CCOc1ccc2c(C)c(CC(=O)N3C[C@H]4C[C@@H](C3)c3cccc(=O)n3C4)c(=O)oc2c1C,.,0,-53,29,4,-0.6,5,2,1.9,43
COc1ccc(NC(=O)c2c(Cl)n(C)c3ccccc23)cc1,-22,-2,7,-5,-3,1.3,11,0,.,7
CCOc1ccccc1C(=O)Oc1ccc2ccc(=O)oc2c1,-22,3,-203,30,1,i,-2,-6,1.2,-7
COc1cc(C)c(Br)cc1S(=O)(=O)NCc1ccncc1,0,-3,1,-7,6,-0.5,9,3,2.0,21
O=P(O)(c1ccc(Cl)cc1)c1ccc(Cl)cc1,-6,8,-4,14,7,-0.6,1,-2,.,-4
CCn1cc(C(=O)NCc2cccc(C(F)(F)F)c2)c(=O)c2ccc(C)nc21,-6,-3,-14,-29,-11,0.3,-4,14,0.5,-2
O=C(CCn1c(=O)[nH]c2ccsc2c1=O)N1CC(=O)N(CCc2ccccc2)C(=O)C1,-12,-6,-7,26,0,i,1,-1,.,-1
CCOC(=O)c1c(C)nc2sc3c(=O)n(-c4ccc(C(C)=O)cc4)nnc3c2c1-c1ccc(Cl)cc1,12,-1,-16,6,0,.,6,-3,.,20

mol,SSB-PriA inh,3CLpro inhibitor,CCHF vOTU inh,DUSP3 inh,MazF activator,BH1578 lux ind,PrPC TRFRET,Rv3671c protease,TcdB GH inh,Yp Topo-I inh
Cc1ccccc1CCN1CCCC(CN(C)C(=O)C(=O)c2ccco2)C1 (stereo unspecified),1,-2,11,60,-24,i,-3,-9,1.4,1
COCCN(C(=O)CCN1C(=O)C2CC=CCC2C1=O)c1c(N)n(CC(C)C)c(=O)[nH]c1=O (stereo unspecified),-7,.,6,.,3,-0.7,2,0,-0.4,0
COc1ccc(Cc2nnc(SC)[nH]c2=O)cc1,-7,6,-5,-10,-8,-0.4,-3,-1,.,0
CCN(C(=O)CCCCC(=O)N(CC)c1ccccc1)c1ccccc1,-10,.,-12,.,4,i,6,7,-0.1,0
N#Cc1c(NC(=O)CSc2nnc(-c3ccccc3O)n2-c2ccccc2)sc2c1CCCC2,-13,-4,6,26,1,-0.7,-1,7,.,2
C/C(=N\NC(=O)CNC(=O)c1cccnc1)c1cccc(O)c1,.,-4,-1,16,-12,1.4,5,-1,-3.5,-7
O=C(CN1C(=O)NC(c2ccccc2)(c2ccccc2)C1=O)NC1CCCCC1,5,.,3,.,3,-3.1,-5,-1,2.0,3
O=C(Nc1ccc2c(c1)oc1ccccc12)c1ccc(Br)o1,2,5,11,-1,-26,i,11,-16,.,16

mol,SSB-PriA inh,3CLpro inhibitor,CCHF vOTU inh,DUSP3 inh,MazF activator,BH1578 lux ind,PrPC TRFRET,Rv3671c protease,TcdB GH inh,Yp Topo-I inh
Cc1nn(C(C)C(=O)N/N=C/c2ccc(N(C)C)cc2)c(C)c1[N+](=O)[O-] (stereo unspecified),i,1,-3,-4,2,-1.1,8,-6,-0.2,-3
CCOc1ccc(NC(=O)CN(C)CC(=O)NC(C)c2ccccc2)cc1OCC (stereo unspecified),0,3,3,8,-1,-0.3,2,6,-0.5,3
COc1ccc(Cl)cc1N(CC(=O)NCCSCc1ccccc1)S(C)(=O)=O,-11,-4,-15,14,0,i,0,-6,0.5,30
Cc1ccc(Cn2c(NCCCn3ccnc3)nc3c2c(=O)n(C)c(=O)n3C)cc1,-10,1,4,25,0,-3.4,4,8,.,-8
Cc1ccc(/C(C#N)=C\c2ccc(N3CCOCC3)o2)cc1,1,5,-14,24,-27,-2.0,-13,0,0.6,3
CNC(=O)c1ccc(-c2ccc(F)cc2)s1,-6,1,-3,26,-7,3.8,-3,-7,.,5
COc1ccc(CN2CCNC(=O)C2CC(=O)N(Cc2nccn2C)C(C)C)c(OC)c1 (stereo unspecified),-3,0,13,-12,-4,i,0,-4,0.6,2
NC(=O)CSc1cn(Cc2ccc(F)cc2)c2ccccc12,-1,0,3,10,-2,i,1,0,-4.9,18
CC(=NNS(=O)(=O)c1ccc(C)cc1)c1ccccc1,.,.,1,.,9,i,-7,.,0.8,-7
Cc1ccc(S(=O)(=O)N(C)c2ccc(C(=O)NCc3ccccn3)cc2)cc1,-2,1,-10,8,-8,i,1,-6,1.8,2
COc1ccc(OC)c(C2SCCN2S(=O)(=O)c2cccc(C(F)(F)F)c2)c1 (stereo unspecified),-24,-1,-7,21,2,-1.7,2,-1,.,19

Assay outcomes: PubChem BioAssay, several laboratories

Not all compounds are listed; the hit share may differ from the screen's.
